Source: PubChem BioAssay (The Scripps Research Institute Molecular Screening Center)
CHRM4 PAM: CHRM4 positive allosteric modulation; 360,000 tested, 0.4% active; activation, % at 3 µM; P08173; CHO-K1 hM4/Gqi5, Fluo-8 calcium fluorescence, ACh EC20; 0% = ACh EC20, 100% = maximal ACh;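 active = activation above its plate's cutoff, the mean activation of sample wells plus 3 SD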; also: some results filed as inactive read as strong as hits
Target sequence (P08173 whole entry, looked up): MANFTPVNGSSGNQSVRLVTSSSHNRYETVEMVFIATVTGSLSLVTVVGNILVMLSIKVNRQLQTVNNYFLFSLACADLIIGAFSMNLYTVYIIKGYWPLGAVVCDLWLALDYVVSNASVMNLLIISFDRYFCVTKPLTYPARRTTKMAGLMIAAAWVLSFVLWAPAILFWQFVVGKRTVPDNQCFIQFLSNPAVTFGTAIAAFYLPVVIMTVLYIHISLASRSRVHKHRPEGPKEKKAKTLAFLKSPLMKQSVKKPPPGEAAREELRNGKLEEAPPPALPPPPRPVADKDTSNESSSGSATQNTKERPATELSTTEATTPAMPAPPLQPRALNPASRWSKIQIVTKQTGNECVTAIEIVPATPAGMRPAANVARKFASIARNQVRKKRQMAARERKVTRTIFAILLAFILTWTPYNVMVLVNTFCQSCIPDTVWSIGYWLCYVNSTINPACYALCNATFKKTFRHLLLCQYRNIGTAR
M5 antag: blocks acetylcholine activation of human M5 receptor; 360,000 tested, 0.59% active; inhibition, % at 3 µM; P08912; CHO-hM5 cells, Fluo-8 calcium fluorescence, ACh EC80;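 active = inhibition above a per-plate cutoff, the mean of that plate's test compounds plus 3 SD, cut at about 27% in these data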;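 also: 0% = acetylcholine EC80 with DMSO and 100% = DMSO without agonist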
Target sequence (P08912 whole entry, looked up): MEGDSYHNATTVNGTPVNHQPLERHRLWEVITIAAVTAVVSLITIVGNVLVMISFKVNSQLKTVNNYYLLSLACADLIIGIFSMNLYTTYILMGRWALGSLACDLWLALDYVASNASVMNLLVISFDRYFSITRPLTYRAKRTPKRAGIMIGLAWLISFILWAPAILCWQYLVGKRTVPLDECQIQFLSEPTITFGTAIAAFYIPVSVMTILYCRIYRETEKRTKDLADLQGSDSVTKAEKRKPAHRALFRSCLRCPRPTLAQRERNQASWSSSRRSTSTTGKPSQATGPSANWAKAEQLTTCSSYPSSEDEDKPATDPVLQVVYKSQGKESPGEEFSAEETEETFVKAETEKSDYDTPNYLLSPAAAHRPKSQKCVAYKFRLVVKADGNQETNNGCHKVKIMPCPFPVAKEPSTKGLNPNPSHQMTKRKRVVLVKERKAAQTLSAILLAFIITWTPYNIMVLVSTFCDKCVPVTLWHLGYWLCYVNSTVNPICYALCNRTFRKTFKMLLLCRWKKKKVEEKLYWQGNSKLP
CHO-K1 Ca antag: nonselective inhibitor or artifact in parental CHO-K1 cells; 360,000 tested, 0.6% active; AID 602250; ATP-induced calcium, Fluo-8 fluorescence; inhibition, % at 3 µM;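 active = inhibition above a per-plate cutoff, the plate's mean sample inhibition plus 3 SD, cut at about 24% in these data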;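 also: 0% = DMSO plus EC80 ATP and 100% = DMSO alone without ATP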
CHO-K1 Ca ag: counter-screen for M1 agonists: effect in parental CHO-K1 cells; Fluo-8 calcium fluorescence; scaled to maximal ATP response, vehicle zero; activation, % at 3 µM; 360,000 tested, 0.48% active; in the data active = activation above about 15%;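 also: untransfected CHO-K1 host cells lacking M1 receptor as counterscreen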
M5 ag: CHRM5 agonism in calcium assay. P08912. CHO-K1 hM5 cells, Fluo-8 calcium fluorescence; 0% DMSO wells, 100% maximal acetylcholine response. activation, % at 3 µM. 360,000 tested, 0.19% active. AID 624037;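 active = activation above the run's mean over test compounds plus 3 SD, cut at about 23% in these data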;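 also: signal is peak over basal fluorescence ratio across the kinetic read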
CHRM5 PAM: positive allosteric modulators of human muscarinic M5 receptor. CHO-K1 hM5, Fluo-8 calcium, ACh EC20 PAM; 0% = ACh EC20, 100% = ACh EC100. activation, % at 3 µM. 360,000 tested, 0.3% active. P08912. AID 624038;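 active = activation above the run cutoff, the mean activation of all test compounds plus 3 SD, cut at about 18% in these data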
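Measured by: Fluo-8 calcium fluorescence; material: human M5 receptor in CHO-K1 cells; schedule: Post-acetylcholine fluorescence recording 140 s; benchmarks: low control EC20 acetylcholine (0%), high control EC100 acetylcholine (100%); read-out: Max/basal fluorescence ratio as % of EC20–EC100 ACh window; compound: single dose, 3 µM nominal final test concentration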
M4 ag: CHRM4 agonism in calcium assay. CHO-K1 hM4/Gqi5, Fluo-8 calcium fluorescence; vehicle 0%, full acetylcholine response 100%. activation, % at 3 µM. 360,000 tested, 0.14% active;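 active = activation above the run mean over all test wells plus 3 SD, cut at about 32% in these data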;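 also: peak over basal fluorescence ratio per well then scaled between controls; 0% = DMSO wells and 100% = acetylcholine at EC100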
CHRM4 antagonist: CHRM4 antagonism in calcium assay. 360,000 tested, 0.73% active. P08173. CHO-hM4 cells, ACh EC80, Fluo-8 calcium fluorescence. inhibition, % at 3 µM;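 active = inhibition above its plate's cutoff, the mean inhibition of sample wells plus 3 SD, cut at about 27% in these data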;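 also: 0% = acetylcholine EC80 with DMSO and 100% = DMSO without agonist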
CHO-K1 Ca PAM: counter-screen for M1 PAMs: effect in parental CHO-K1 cells. ATP EC20, Fluo-8 calcium fluorescence; 0% at ATP EC20, 100% at ATP max. activation, % at 3 µM. 360,000 tested, 0.02% active;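 active = activation above the run cutoff, the mean activation of all test compounds plus 3 SD, cut at about 40% in these data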;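 also: peak over basal fluorescence ratio in a 140 s read after ATP addition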
Active calls of the source: *; / = not tested or not shown.

# | Compound | CHRM5 PAM | CHRM4 PAM | M5 ag | CHRM4 antagonist | CHO-K1 Ca antag | M4 ag | CHO-K1 Ca PAM | M5 antag | CHO-K1 Ca ag
1 | CCOC(=O)C1CCCCN1Cc1cc(OC)ccc1OC (stereo unspecified) | 1 | 8 | -2 | 3 | -10 | -1 | 25 | 3 | 0.6
2 | CCN(CC)c1nc2ccccc2c(N)c1-c1ccccc1 | -13 | -12 | -11 | 23 | -9 | 2 | 12 | 8 | 2.6
3 | O=S(=O)(Nc1ccc2nc(N3CCOCC3)sc2c1)c1ccccc1 | -2 | -3 | 2 | -2 | -7 | 2 | 1 | 5 | 1.4
4 | CCSc1nc2ccc(N3C(=O)C4C5C=CC(C5)C4C3=O)cc2s1 (stereo unspecified) | -3 | 10 | -3 | -7 | -24 | 5 | 29 | -2 | 3.2
5 | Cc1ccc(N(Cc2cc(=O)[nH]c3ccccc23)C(=O)c2ccco2)cc1 | -4 | -12 | -7 | 6 | 4 | -1 | 11 | 5 | 0.2
6 | CC1(C)CC(=O)c2c(n(-c3cccc4ccccc34)ccc2=O)C1 | -3 | 5 | -2 | 1 | -9 | 1 | 9 | -5 | 0.2
7 | CCN(CC)C(=O)Oc1nnc(SC(C)C)n1-c1ccc(Cl)cc1 | -10 | -17 | 2 | 5 | -3 | 8 | 7 | 12 | 3.3
8 | CCc1nnc(NC(=O)c2ccc(-c3ccc(Cl)cc3)o2)s1 | -2 | -1 | 0 | -7 | -8 | 0 | 2 | -2 | 0.4
9 | CC(C)N1C(=O)C(=O)N(CC(=O)N2c3ccccc3NC(=O)CC2C)C1=O (stereo unspecified) | -2 | 5 | -3 | 0 | 13 | 0 | 2 | 7 | 0.9
10 | CCOC(=O)C1(Cc2ccccc2Cl)CCN(C(=O)CN2CCOC2=O)CC1 | -9 | -8 | -1 | 5 | 12 | 0 | 0 | 9 | 0.1
11 | O=C(CNC(=O)c1ccco1)OCC(=O)c1ccc([N+](=O)[O-])cc1 | -3 | 7 | -1 | -11 | 5 | 1 | -9 | 1 | 0.2
12 | CCOC(=O)Cc1csc(SCn2nnc3ccccc3c2=O)n1 | -2 | 10 | -2 | 4 | 4 | 1 | 11 | 1 | 0.2
13 | O=C(COC(=O)Cc1ccccc1F)Nc1ccccc1[N+](=O)[O-] | -9 | 5 | 1 | 2 | 2 | 2 | -4 | 7 | 0.4
14 | CCC(C(=O)NCc1ccccc1)n1c(-c2cccs2)nc2ccccc21 (stereo unspecified) | -1 | -4 | -3 | 9 | / | 1 | / | -1 | /
15 | CCN1C(=O)c2cccc3c(S(=O)(=O)NCC4CCCO4)ccc1c23 (stereo unspecified) | -4 | 7 | -5 | 15 | -6 | 3 | -9 | 5 | 1.1
16 | Cc1cccc(CN(C)C)c1CC(O)(c1ccccc1)c1ccccc1 | 2 | -2 | -6 | 0 | -5 | -1 | -11 | 12 | -0.3
17 | O=C(CCc1ccccc1)NCCc1cccs1 | 7 | -12 | -1 | 7 | -13 | 0 | 8 | -4 | 0.6
18 | Cc1cccc(NC(=O)CCS(=O)(=O)c2cc3c(cc2Cl)NC(=O)CO3)c1 | 1 | 4 | -5 | -2 | -9 | 1 | 17 | 10 | 0.1
19 | O=S(=O)(C/C(=C/CO)S(=O)(=O)c1ccccc1)c1ccccc1 | 2 | 1 | 0 | 30* | -12 | 0 | 16 | 3 | 1.0
20 | O=C(Nc1ccncc1)c1cc(-c2ccccn2)nc2ccc(Br)cc12 | 5 | 4 | 3 | -1 | -5 | 1 | 9 | 7 | 1.5

Profiles from above.
Profile of CC1(C)CC(=O)c2c(n(-c3cccc4ccccc34)ccc2=O)C1 → CHRM5 PAM: -3; CHRM4 PAM: 5; M5 ag: -2; CHRM4 antagonist: 1; CHO-K1 Ca antag: -9; M4 ag: 1; CHO-K1 Ca PAM: 9; M5 antag: -5; CHO-K1 Ca ag: 0.2
Profile of CC(C)N1C(=O)C(=O)N(CC(=O)N2c3ccccc3NC(=O)CC2C)C1=O (stereo unspecified) → CHRM5 PAM: -2; CHRM4 PAM: 5; M5 ag: -3; CHRM4 antagonist: 0; CHO-K1 Ca antag: 13; M4 ag: 0; CHO-K1 Ca PAM: 2; M5 antag: 7; CHO-K1 Ca ag: 0.9

More compounds follow:
# | Compound | CHRM5 PAM | CHRM4 PAM | M5 ag | CHRM4 antagonist | CHO-K1 Ca antag | M4 ag | CHO-K1 Ca PAM | M5 antag | CHO-K1 Ca ag
21 | O=C(Nc1cc(Cl)ccc1-n1cncn1)c1cncc(Br)c1 | -9 | -1 | -4 | -14 | -11 | 0 | 8 | 1 | 1.7
22 | COc1ccc(CCNC(=O)COC(=O)c2cc(Cl)nc(Cl)c2)cc1 | 2 | 15 | 6 | -5 | 9 | 0 | 1 | 5 | 2.4
23 | Cn1cc(CN2CCN(Cc3ccccc3)CC2)c(-c2cccc(Cl)c2)n1 | -8 | -7 | -5 | -8 | 0 | 2 | 6 | 11 | 0.7
24 | CC(C)COC(=O)/C(C#N)=C/c1c[nH]c2ccccc12 | -7 | -3 | -1 | -5 | -3 | 0 | 14 | 3 | 0.6
25 | CCc1cccc(NC(=O)Nc2cccs2)c1 | -18 | -4 | 3 | 17 | 18 | 12 | 7 | 15 | 7.4
26 | C[C@@H]1COC(=O)[C@@H](CC(=O)OC(C)(C)C)C/C=C\C[C@@H](CC(=O)N(CCO)Cc2ccccc2)C(=O)N1 | 2 | -6 | 0 | -2 | -13 | 3 | 5 | -8 | 0.7
27 | Cc1nn(CC(=O)NC(C)CCc2ccccc2)c(=O)c2nn(-c3ccccc3)c(C)c12 (stereo unspecified) | 5 | 5 | -3 | -13 | -6 | 3 | -5 | 1 | 0.5
28 | Cc1cccnc1NC(=O)c1ccc(OCc2c(C)noc2C)cc1 | -7 | 0 | -3 | 0 | -2 | 1 | -3 | 6 | 0.1
29 | CCOc1ccc(-n2c(Cc3cc(=O)[nH]c(=O)[nH]3)nnc2SCC(=O)OC)cc1 | -8 | -6 | 2 | 2 | 9 | 1 | -8 | 6 | -0.2
30 | COC(=O)c1nc(NC(=O)c2ccccc2Cl)n[nH]1 | 4 | 4 | 2 | 0 | -8 | 1 | -6 | 0 | 0.8
31 | Cc1ccc(-n2c(C)cc(C=C(C#N)C#N)c2C)cc1 | 5 | -2 | 1 | -9 | -3 | 1 | 13 | -14 | 0.2
32 | C[C@H]1CN([C@@H](C)CO)C(=O)CCCn2nncc2CO[C@@H]1CN(C)Cc1ccc(Oc2ccccc2)cc1 | -1 | -11 | -2 | 8 | -4 | 1 | -2 | -4 | 0.0
33 | CNS(=O)(=O)c1cccc(C(=O)NNC(=O)CN(C)S(=O)(=O)c2ccc(Cl)cc2)c1 | 0 | 10 | -1 | -19 | -7 | 1 | 17 | -8 | 0.2
34 | c1ccc2c(c1)COc1c3ncccc3nn1-2 | 1 | 1 | -1 | -7 | 10 | 1 | 1 | 0 | -0.2
35 | ClC(Cl)(Cl)C1=NCc2nnn(Cc3ccccc3)c2N1 | -10 | 1 | 1 | 11 | -9 | 1 | 10 | 12 | 0.4
36 | Cc1ccc(C(=O)N2CCCc3ccccc32)c(F)c1F | 0 | 0 | -10 | 0 | -4 | -1 | 20 | 1 | 0.8
37 | C=CCN1C(=O)c2ccc(C(=O)N(CC(C)C)c3c(N)n(CCCC)c(=O)[nH]c3=O)cc2C1=O | -1 | -4 | 1 | -16 | 7 | 0 | 0 | -5 | -0.1
38 | CCCCCCSc1ccc(-c2nc3cnccn3c2NCCCC)cc1 | 2 | 0 | 1 | 2 | -6 | 5 | -3 | 9 | 0.6
39 | COc1ccc(C2C(C(=O)c3ccccc3)=C(C)Nc3nc4ccccc4n32)cc1OC (stereo unspecified) | 1 | 7 | 0 | -9 | -8 | -1 | 24 | 0 | 0.3
40 | c1ccc(N2CCN(Cc3cnc(N4CCOCC4)s3)CC2)cc1 | 4 | -4 | -3 | -17 | -12 | 3 | 15 | -2 | 2.9

Two entries from above, in transposed form:
2	CCN(CC)c1nc2ccccc2c(N)c1-c1ccccc1
3	O=S(=O)(Nc1ccc2nc(N3CCOCC3)sc2c1)c1ccccc1

compound no.,2,3
CHRM5 PAM,-13,-2
CHRM4 PAM,-12,-3
M5 ag,-11,2
CHRM4 antagonist,23,-2
CHO-K1 Ca antag,-9,-7
M4 ag,2,2
CHO-K1 Ca PAM,12,1
M5 antag,8,5
CHO-K1 Ca ag,2.6,1.4

The list goes on:
# | Compound | CHRM5 PAM | CHRM4 PAM | M5 ag | CHRM4 antagonist | CHO-K1 Ca antag | M4 ag | CHO-K1 Ca PAM | M5 antag | CHO-K1 Ca ag
41 | Cc1c(C(=O)OCC(=O)N2CC(=O)Nc3ccccc32)oc2ccccc12 | -7 | 1 | -7 | -2 | 8 | 4 | 9 | 6 | 1.0
42 | CN(C(=O)CSc1ncnc2sc3c(c12)CCC3)C1CCS(=O)(=O)C1 (stereo unspecified) | 8 | 3 | 0 | 4 | 2 | 2 | -5 | 6 | 0.9
43 | O=C(NCCO)C1(c2ccc(Cl)cc2)CCCC1 | 6 | 1 | -4 | -13 | 6 | 0 | 16 | -1 | -0.2
44 | O=C(NCc1cccnc1)c1cc(-c2ccc(Cl)cc2)oc1C(F)(F)F | 7 | -1 | -2 | -7 | -1 | 4 | 4 | 6 | 2.4
45 | CCCn1nc(C(=O)NCc2ccccn2)c2ccccc2c1=O | -16 | 4 | 2 | 4 | 13 | 0 | -8 | 6 | -0.3
46 | O=C(O)c1ccc(CN(c2ccccn2)S(=O)(=O)c2ccccc2)cc1 | 1 | 4 | 0 | 10 | -8 | 1 | 7 | -2 | 0.2
47 | CC1CCc2c(sc(NC(=O)c3ccccc3C(=O)O)c2C#N)C1 (stereo unspecified) | -2 | 9 | -1 | 5 | 3 | 0 | 17 | 11 | 0.1
48 | Cc1ccc2c(c1)C(O)(CC(=O)c1ccc(C)s1)C(=O)N2 (stereo unspecified) | -2 | 16 | -1 | -2 | -8 | 4 | 28 | 0 | 1.4
49 | Cc1cccc(NC(=O)c2ccc(COc3ccccc3[N+](=O)[O-])o2)n1 | -8 | -4 | -5 | -1 | 2 | 8 | -30 | 18 | 3.0
50 | CC1CC(=O)N(CC(=O)Nc2ccc(F)cc2F)c2ccccc2S1(=O)=O (stereo unspecified) | -2 | -3 | -1 | 7 | 0 | 0 | 2 | -12 | -0.2
51 | COc1ccc(/C=C/c2c([N+](=O)[O-])c(=O)n(C)c(=O)n2C)cc1O | 0 | -5 | 2 | 19 | 0 | 1 | -1 | -4 | 0.4
52 | O=C1NN=C(c2ccc(Cl)cc2)CC1c1cccc(Br)c1 (stereo unspecified) | -6 | -5 | -1 | -11 | 6 | 0 | -8 | -4 | -0.5
53 | CC1(C(=O)NS(=O)(=O)c2ccc3c(c2)CCO3)CCN1C(=O)COc1ccc(Cl)cc1 (stereo unspecified) | -6 | 0 | 1 | -1 | 7 | 0 | 4 | 12 | -0.2
54 | O=C(NCCCN1CCCC1=O)C1CCN(S(=O)(=O)c2c(Cl)cccc2Cl)CC1 | 0 | 12 | 1 | -10 | 11 | 1 | 5 | 5 | 0.4
55 | Cc1ccc2nc3c(nc2c1)-c1ccccc1C3=O | -3 | 4 | -2 | -2 | 9 | 0 | -5 | 1 | -0.1
56 | COc1ccc(C(C)=O)cc1Cn1nnc(-c2ccccc2Br)n1 | -3 | 1 | -2 | -11 | -1 | 3 | 7 | 3 | 1.4
